Pin1 inhibitor: blocks the human prolyl isomerase Pin1. Q13526. Pin1 FP peptide displacement, HiFluor488, 10 min. Potency, µM (top dose mostly 115 µM), for inactives: at the top dose activity, negative = inhibition, hits mostly inhibitors. 390,000 tested, 0.009% active; active = well fitted inhibition curve with a large enough effect in the polarisation, with a control signal flat, not every such curve was filed as active; inconclusive = small, poorly fitted or top-dose-only effect, or effect the other way, or a change in a side signal; inactive = no such curve, though single readings can be large or run the other way; the % refers to the polarisation; note: potency is the fitted concentration of half-maximal effect; % is set by controls: 0 for no effect and ±100 for the full control effect
G9a block: inhibitors of human histone lysine methyltransferase G9a; 350,000 tested, 8.8% active; G9a H3K9 monomethylation, AlphaScreen, 2 h; Q96KQ7; Potency, µM (doses to about 102 µM), inactives show at the highest dose activity, negative = inhibition, usual class: inhibitors; note: potency is the fitted concentration of half-maximal effect; % is set by controls: 0 for no effect and ±100 for the full control effect; nearly all actives have a fitted effect of over 75% in size
Target sequence (Q96KQ7 913-1193 limits assumed): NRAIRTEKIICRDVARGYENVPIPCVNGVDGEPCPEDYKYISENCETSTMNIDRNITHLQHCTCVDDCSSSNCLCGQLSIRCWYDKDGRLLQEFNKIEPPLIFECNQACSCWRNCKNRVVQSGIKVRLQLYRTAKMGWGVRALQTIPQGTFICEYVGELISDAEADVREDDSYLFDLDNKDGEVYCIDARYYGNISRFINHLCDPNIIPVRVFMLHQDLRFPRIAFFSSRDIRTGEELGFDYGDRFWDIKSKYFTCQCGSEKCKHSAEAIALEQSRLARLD
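Enzyme 20 nM + cpd, 15 min RT; add b-H3K9 pep 500 nM / SAM 20 uM; 2 h RT; anti-H3K9me1 Ab 0.5 ug/mL + SA donor / anti-rabbit acceptor beads 20 ug/mL each, 10 min; AlphaScreen read.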
PGK inhibitor: inhibitors of T. brucei phosphoglycerate kinase | PGK/GAPDH coupled, Kinase-Glo luminescence, 60 min | Potency, µM (titrated, usually from 57.5 µM), without a hit: top-dose activity change, negative = inhibition, hits mostly inhibitors | 380,000 tested, 0.043% active | AID 602233; note: potency is the fitted concentration of half-maximal effect; % is set by controls: 0 for no effect and ±100 for the full control effect; nearly all actives have a fitted effect of over 60% in size
Target sequence (P07378 whole entry, looked up): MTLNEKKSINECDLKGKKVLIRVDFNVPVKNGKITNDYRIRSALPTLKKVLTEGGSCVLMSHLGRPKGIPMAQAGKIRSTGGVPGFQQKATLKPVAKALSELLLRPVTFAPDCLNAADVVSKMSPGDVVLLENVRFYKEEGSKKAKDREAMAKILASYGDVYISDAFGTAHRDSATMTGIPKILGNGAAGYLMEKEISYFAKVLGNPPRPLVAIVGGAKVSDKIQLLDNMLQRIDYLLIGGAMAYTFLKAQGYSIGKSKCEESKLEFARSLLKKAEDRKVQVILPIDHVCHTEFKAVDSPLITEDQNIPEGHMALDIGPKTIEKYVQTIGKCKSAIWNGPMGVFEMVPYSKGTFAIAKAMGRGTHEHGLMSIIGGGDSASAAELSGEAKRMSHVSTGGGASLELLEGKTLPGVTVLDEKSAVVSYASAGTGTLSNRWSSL
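Luminescent ATP detection (Kinase-Glo Plus) follows a 60-minute room-temperature incubation, with wells lacking PGK as controls. Buffer: 100 mM TEA (pH 7.6), 5 mM MgCl2, 0.01% Tween-20. Coupling enzyme GAPDH (100 nM final) supplies unstable 1,3-BPG in-well.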
JMJD2A Tudor inh: blocks the human JMJD2A Tudor domain; AlphaScreen JMJD2A-Tudor / H3K4me3 peptide binding; 390,000 tested, 4.4% active; Potency, µM (doses to about 114 µM), for the others: at the highest dose activity change, negative = inhibition, most hits filed as inhibitors; note: potency is the fitted concentration of half-maximal effect; % is set by controls: 0 for no effect and ±100 for the full control effect; nearly all actives have a fitted effect of over 50% in size
POLH inh: blocks human DNA polymerase eta activity; Q9Y253; 390,000 tested, 1.2% active; recombinant Pol eta, fluorescent DNA replication assay; AID 588591; Potency, µM (highest dose often 114 µM), without a hit: at the top dose activity change, negative = inhibition, usual class: inhibitors; note: potency is the fitted concentration of half-maximal effect; % is set by controls: 0 for no effect and ±100 for the full control effect
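Pol eta at 10 nM preincubated with compounds 15 min at room temperature; reaction started with fluorescent substrate (50 nM final) and read kinetically at 0 and 10 min.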
BAZ2B inh: blocks human BAZ2B. AlphaScreen BAZ2B-H3K14Ac peptide displacement. Potency, µM (titrated, usually from 114 µM), for inactives: at the top dose activity change, negative = inhibition, usual class: inhibitors. Q9UIF8. 360,000 tested, 4.4% active; note: potency is the fitted concentration of half-maximal effect; % is set by controls: 0 for no effect and ±100 for the full control effect; nearly all actives have a fitted effect of over 60% in size
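Multi-concentration screen (max 110 uM) measuring displacement of acetylated histone H3 peptide from BAZ2B by AlphaScreen, using 50 nM protein, 50 nM peptide and 10 ug/mL streptavidin donor plus Ni-chelate acceptor beads.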
HP1b binding inh: inhibitors of HP1-beta chromodomain binding to methylated histone tails; Potency, µM (highest dose often 114 µM), for inactives: at the top dose activity change, negative = inhibition, actives largely listed as inhibitors; 390,000 tested, 0.56% active; P83916; AlphaScreen HP1-beta / biotin-H3K9me3 peptide binding; AID 540317; note: potency is the fitted concentration of half-maximal effect; nearly all actives have a fitted effect of over 70% in size; inactives centre near 23
Target sequence (P83916 whole entry, looked up): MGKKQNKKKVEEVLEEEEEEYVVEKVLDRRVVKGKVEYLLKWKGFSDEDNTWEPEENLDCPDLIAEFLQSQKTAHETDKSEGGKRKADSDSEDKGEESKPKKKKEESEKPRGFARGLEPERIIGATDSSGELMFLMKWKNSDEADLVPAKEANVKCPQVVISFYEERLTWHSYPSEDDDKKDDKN
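AlphaScreen: HP1-beta (50 nM) preformed 30 min with biotin-H3(1-18)K9me3 peptide (50 nM) in PBS pH 7.4, 0.01% Tween-20. Compound added for 30 min at RT, then streptavidin donor/nickel chelate acceptor beads (10 ug/mL) for 30 min.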
PI4K2A inh: blocks human PI4K2A kinase activity. activity change, negative = inhibition, % at 76.9 µM. 420,000 tested, 0.13% active. AID 1346378. Q9BTU6. purified PI4K2A, ADP-Glo luminescence, 1 h; hits give low values; in the data active = activity change below about -50%; inconclusive = mostly about -30% to -49%;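 note: -100% = wells without enzyme as full effect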
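ADP-Glo luminescence measured ADP generated by PI4K2A enzyme (4 ug/mL before mixing) with 1.2 mM PI substrate (pre-mix) and 300 microM ATP (pre-mix). Tris pH7.5 buffer with MgCl2, Triton X-100; 1 h reaction at ambient temperature.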
GLS inhibitor: blocks human kidney-isoform glutaminase activity | O94925 | GLS enzymatic activity, qHTS titration | Potency, µM (top dose mostly 45.5 µM), inactives show at the top dose activity change, negative = inhibition, actives largely listed as inhibitors | 410,000 tested, 0.21% active; note: potency is the fitted concentration of half-maximal effect; % is set by controls: 0 for no effect and ±100 for the full control effect
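Human kidney-isoform GLS in 45 mM KH2PO4 pH 8.2, 0.02% Tween-20, with compound, started with 1mM L-Glutamine (added stock). Glutamate oxidase/HRP/Amplex red coupled fluorescence read at start and after 30 min at RT.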
The depositor's hits bear a star; i = inactive; ? = inconclusive; . = not tested or not shown; [ ] = another dose, or the depositor's remark. Unless noted, calls come from the whole dose curve; as a rule, active = well fitted curve in the direction sought with a large enough effect; inconclusive = small, poorly fitted or top-dose-only effect, or another doubt; inactive = no such curve, though single readings can be large; an effect the other way counts as inactive or inconclusive. These rows are one share of the data (hit frequency here may not be typical).

# | Compound | Pin1 inhibitor | G9a block | PGK inhibitor | JMJD2A Tudor inh | POLH inh
1 | COC(=O)C1=C(C)OC(N)=C(C#N)C1c1ccco1 (centres undefined) | -9% | -16%[59 µM] | -3% | -2% | 3%
2 | CCOC(=O)c1oc2nc(C)c3c(c2c1N)CC(C)(C)OC3 | ? | ? | 0% | 16µM* | -1%
3 | COc1cc(/C=C/C(=O)N2CCCN(C(=O)/C=C/c3cc(OC)c(OC)c(OC)c3)CC2)cc(OC)c1OC | ? | 2% | . | -14% | -12%
4 | COc1ccc(C2=Nn3c(nnc3-c3cccnc3)SC2)cc1 | -3% | ? | i | -16% | 11%
5 | CCN(CC)CCN(C(=O)Cn1nnc(-c2ccc(OC)c(OC)c2)n1)C(C(=O)NC1CCCC1)c1ccc(F)cc1 (centres undefined) | -5% | -11%[59 µM] | -10% | -6% | 2%
6 | COc1ccccc1-c1cc(-c2ccc(C)cc2)nc(SCc2nnc(-c3ccccc3)o2)c1C#N | 0% | 11µM* | -4% | -22% | -3%
7 | O=C(CCc1ccccc1)N(Cc1cccnc1)c1nc2c(F)cc(F)cc2s1 | 18% | 4%[59 µM] | 7% | -17% | 1%
8 | COc1ccc(-c2csc(N(CC3CCCO3)C(=O)c3ccco3)n2)cc1 (centres undefined) | 2% | 17%[12.7 µM] | i | -24% | -11%
9 | Cc1ccc(S(=O)(=O)CCC(=O)Nc2sccc2C#N)cc1 | 10% | 25µM* | -2% | 0% | -18%
10 | COc1cc(OC)c(S(=O)(=O)Nc2ccc(C(=O)N3CCCC3)cc2)cc1NC(C)=O | -12% | 2% | -6% | -1% | -15%
11 | O=C(O)c1ccccc1Cc1ccc(F)c2ccccc12 | . | . | i | . | -15%
12 | CC(C)CCNC(=O)C12CN(Cc3ccccc3)CC1C(c1ccc([N+](=O)[O-])cc1)=NO2 (centres undefined) | 3% | ? | 1% | ? | -18%
13 | CCN(CC)CCNC(=O)Cc1nn(Cc2ccccc2)c(=O)c2ccccc12 | 4% | 8% | 7% | -4% | -1%
14 | CN1CCN(S(=O)(=O)c2ccc3c(c2)NC(=O)C2CCCN32)CC1 (centres undefined) | ? | 20%[59 µM] | -2% | 15%[57.1 µM] | -9%
15 | COc1ccc(NC(=S)N2CCc3ccccc3C2)cc1OC | -6% | -32% | 2% | -19% | -7%

# | BAZ2B inh | HP1b binding inh | PI4K2A inh | GLS inhibitor
1 | 2% | 41% | 5 | 25%
2 | -26% | ? | -2 | ?
3 | -3% | 94%[activator] | -12 | 2%
4 | -8% | 1% | -4 | -8%
5 | 2% | 4% | -2 | ?
6 | 11% | -26% | 4 | -6%
7 | -2% | 35%[activator] | -2 | -20%
8 | -8% | 5% | -5 | -16%
9 | 9% | 31% | 0 | -4%
10 | 1% | 19% | -9 | 1%
11 | . | . | -8 | 5%
12 | ? | -11% | -1 | 7%
13 | -9% | 19% | -2 | 7%
14 | -3% | 25% | -6 | -1%
15 | ? | ? | -3 | 12%

The list goes on:
# | Compound | Pin1 inhibitor | G9a block | PGK inhibitor | JMJD2A Tudor inh | POLH inh
16 | Cc1ccc(S(=O)(=O)Nc2ccc(S(=O)(=O)N3CCOCC3)cc2)cc1[N+](=O)[O-] | -7% | 14% | -10% | -11% | -21%
17 | CC(C)C(=O)Nc1cccc(C(=O)Nc2nccs2)c1 | -5% | -3%[59 µM] | -11% | -10% | -5%
18 | COc1ccccc1N(C(=O)CNC(=O)c1ccco1)C(C(=O)NCC1CCCO1)c1ccccc1 (centres undefined) | 0% | 2% | 2% | -23% | -8%
19 | O=C(COC(=O)c1cccc(S(=O)(=O)N2CCN(c3ccccc3)CC2)c1)NCC1CCCO1 (centres undefined) | -2% | -1% | 4% | -22% | 3%
20 | CCCn1c(N)c(C(=O)CSc2nc3ccccc3c(=O)n2Cc2ccccc2)c(=O)[nH]c1=O | 34%[activator] | -5% | 0% | -12% | -8%
21 | COc1ccc(Oc2ccc(N/C=C3\CCCC3=O)cc2)cc1 | 1% | -12%[59 µM] | i | -20% | -16%
22 | COC(=O)c1cc(NC(=O)CC2Oc3ccccc3NC2=O)cc(C(=O)OC)c1 (centres undefined) | -2% | -8% | -1% | -17% | -9%
23 | O=C(NCCO)c1nc(C(=O)c2ccccc2)c2ccccc2n1 | 4% | -3%[0.501 µM] | i | 3% | -12%
24 | O=C(NC1CCN(C(=O)N2CCOCC2)CC1)c1ccccc1 | -5% | 6% | 9% | -5% | -14%
25 | Cc1ccc(OCC(=O)Nc2ccc(N3CCOCC3)cc2)c([N+](=O)[O-])n1 | 4% | -2% | -2% | 13% | -17%
26 | CCOc1ccc(NC(=O)CSc2nnc(-c3ccncc3)n2CC2CCCO2)cc1 (centres undefined) | -5% | 32% | -9% | -11%[57.1 µM] | -7%
27 | COc1ccccc1C(=O)Nc1ccc(C(=O)O)cc1 | 1% | -13%[59 µM] | -2% | -12% | 0%
28 | O=C(Cc1ccc(Br)cc1)NC1CCCCC1 | 41% | 7%[59 µM] | -10% | -17% | 3%
29 | O=C(Nc1cc(F)ccc1F)c1ccc2c(c1)nnn2C1CCCC1 | -11% | -3%[59 µM] | 3% | -7% | 4%
30 | CCCCC(=O)NC1(C(F)(F)F)NC(=O)N(Cc2ccccc2)C1=O (centres undefined) | 3% | ? | 9% | 3% | -10%

# | BAZ2B inh | HP1b binding inh | PI4K2A inh | GLS inhibitor
16 | 4% | 16% | 1 | -21%
17 | -3% | ? | 4 | 5%
18 | -3% | 5% | -2 | 3%
19 | -22% | 5% | 2 | 17%
20 | -38% | 35% | 0 | -5%
21 | 0% | 22% | -7 | 2%
22 | -10% | 58%[activator] | 6 | 0%
23 | -4% | 41%[activator] | 5 | -11%
24 | -3% | 40%[activator] | -4 | 11%
25 | -2% | 40%[activator] | 2 | -7%
26 | 115%[activator] | 27% | -1 | 14%
27 | -1% | 22% | -1 | 5%
28 | -3% | 13% | -1 | -24%
29 | 1% | 20% | -1 | 5%
30 | -15% | 32% | 3 | 6%

Remaining list, next part:
# | Compound | Pin1 inhibitor | G9a block | PGK inhibitor | JMJD2A Tudor inh | POLH inh
31 | O=C(CN1CCCCC1)N1N=C(c2cccs2)CC1c1cccs1 (centres undefined) | -5% | 28%[12.7 µM] | i | -1% | -11%
32 | COC(=O)CNC(=O)Cn1ccc2ccccc2c1=O | -7% | -12%[59 µM] | -4% | 7% | -12%
33 | Fc1ccc(-c2noc3ncnc(NC4CCCCC4)c23)cc1 | -8% | -1%[59 µM] | -4% | 5% | 1%
34 | CCC(CC)C(=O)NCCCCc1ccccc1 | 0% | 22% | 4% | -17%[57.1 µM] | -13%
35 | CCNc1nc(NCC)nc(SCCOC(=O)Nc2ccc(Cl)cc2Cl)n1 | 2% | 19% | i | -11% | -24%
36 | Cc1csc(NS(=O)(=O)c2cccc([N+](=O)[O-])c2)n1 | -10% | 3% | -6% | -20% | -10%

# | BAZ2B inh | HP1b binding inh | PI4K2A inh | GLS inhibitor
31 | -19% | 28% | 4 | 2%
32 | 4% | 31%[activator] | 4 | -1%
33 | -3%[57.1 µM] | 32% | 1 | 1%
34 | 13% | 31% | -3 | 12%
35 | 6% | 40% | -4 | -2%
36 | -14% | -5% | -8 | 5%

In the list so far, these contain fluorine.
# | Compound | Pin1 inhibitor | G9a block | PGK inhibitor | JMJD2A Tudor inh | POLH inh
5 | CCN(CC)CCN(C(=O)Cn1nnc(-c2ccc(OC)c(OC)c2)n1)C(C(=O)NC1CCCC1)c1ccc(F)cc1 (centres undefined) | -5% | -11%[59 µM] | -10% | -6% | 2%
7 | O=C(CCc1ccccc1)N(Cc1cccnc1)c1nc2c(F)cc(F)cc2s1 | 18% | 4%[59 µM] | 7% | -17% | 1%
11 | O=C(O)c1ccccc1Cc1ccc(F)c2ccccc12 | . | . | i | . | -15%
29 | O=C(Nc1cc(F)ccc1F)c1ccc2c(c1)nnn2C1CCCC1 | -11% | -3%[59 µM] | 3% | -7% | 4%
30 | CCCCC(=O)NC1(C(F)(F)F)NC(=O)N(Cc2ccccc2)C1=O (centres undefined) | 3% | ? | 9% | 3% | -10%
33 | Fc1ccc(-c2noc3ncnc(NC4CCCCC4)c23)cc1 | -8% | -1%[59 µM] | -4% | 5% | 1%

# | BAZ2B inh | HP1b binding inh | PI4K2A inh | GLS inhibitor
5 | 2% | 4% | -2 | ?
7 | -2% | 35%[activator] | -2 | -20%
11 | . | . | -8 | 5%
29 | 1% | 20% | -1 | 5%
30 | -15% | 32% | 3 | 6%
33 | -3%[57.1 µM] | 32% | 1 | 1%

Bioassay records (PubChem)
